# Akt phos inh: Akt phosphorylation inhibition | Neuro2A IGF-stimulated pAkt S473 HTRF, 20 min; stronger effect = lower value | activity change, % for hits at 50 µM | hit rate 0.32% among 360,000 | AID 651550; in the data active = activity change below about -80%
#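 Neuro2A cells (4,500/well, DMEM with 0.5% FBS) were treated with compound at a single 50 µM final concentration, stimulated with 6 nM IGF for 20 min at 37 °C, and lysed. Phospho-Akt Ser473 was read by HTRF as 665/615 ratio ×10^4.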
# Calls only; i = inactive. % is set by controls: 0 for no effect and ±100 for the full control effect.
Compound,Akt phos inh
Cc1csc(-c2nc3ccccc3n2C(C(=O)NC(C)(C)C)c2cc3ccccc3o2)c1 (stereo not given),i
COc1cccc(Cn2c(C(C)n3c(-c4cnccn4)nc4ccccc43)nc3ccccc32)c1 (stereo not given),i
O=C(NCc1ccccc1)C1C(c2ccc3c(c2)OCO3)=Nc2ccccc2N1C(=O)c1cccc2ccccc12 (stereo not given),i
CC(C)c1cc(Cn2c3ccccc3c(=O)n2C(C)Cn2cc(CCCC#N)nn2)on1 (stereo not given),i
CCCCNC(=O)C1C(c2ccc(OC)cc2)=Nc2ccccc2N1C(=O)c1ccc2ncccc2c1 (stereo not given),i
CO[C@@H]1CN(C)C(=O)c2ccc(NC(=O)C3CCCC3)cc2OC[C@@H](C)N(Cc2ccc(F)cc2)C[C@H]1C,i
C[C@H](NC(=O)C[C@@H]1C=C[C@@H](NC(=O)CN2CCOCC2)[C@@H](CO)O1)c1ccccc1,i
COc1cc(C(=O)C(=O)N2CCN(c3ccccc3)CC2)cc2ccccc12,i
Cc1cccc(C)c1N1C(=O)c2ccccc2NC(=O)C1C(=O)Nc1ccc(N2CCOCC2)cc1 (stereo not given),i
O=C(NC1CCCC1)C(c1ccc(F)cc1)N1CCC(O)(c2ccc(Cl)cc2)CC1 (stereo not given),i
O=c1c(-c2ccco2)nc2ccccc2n1C(c1ccccn1)c1nc2ccccc2[nH]1 (stereo not given),i
CC(=O)N1c2ccccc2N=C(c2ccc(C(F)(F)F)cc2)C1C(=O)NC(C)C (stereo not given),i
CCOC(=O)[C@]12CCCC=C1N(Cc1ccccc1)C(=O)[C@H](CC(=O)N1CCC(c3ccccc3)CC1)C2,i
CCCCCNC(=O)C1C(=O)Nc2ccccc2C(=O)N1C(C)(C)C (stereo not given),i
O=C(C[C@H]1CC[C@H](NC(=O)Nc2ccccc2F)[C@@H](CO)O1)NCc1ccc(-c2ccccc2)cc1,i
O=C(NC1CCCCC1)C(c1ccc(-c2ccccc2)cc1)n1c(=O)c(-c2ccco2)nc2ccccc21 (stereo not given),i
O=C(NCc1ccccc1)C(c1cc2ccccc2o1)n1c(=O)c(-c2ccco2)nc2ccccc21 (stereo not given),i
FC(F)(F)c1cccc(-c2nc3ccccc3n2C(c2ccccc2)c2nc3ccccc3[nH]2)c1 (stereo not given),i
COC(=O)[C@@]12C[C@@H](CC(=O)N3CCCCC3)C(=O)N(CCc3ccc(OC)c(OC)c3)C1=CCC(C)(C)C2,i
COc1ccc(CNC(=O)C[C@@H]2C=C[C@@H](NS(=O)(=O)c3cccc(OC)c3)[C@@H](CO)O2)cc1,i
COC(=O)[C@@]12C[C@@H](CC(=O)N3CCN(C(=O)c4ccco4)CC3)C(=O)N(Cc3ccc4c(c3)OCO4)C1=CCC(C)(C)C2,i
O=C(NC1CCCCC1)C(C1CC1)n1c(=O)c(-c2cc3ccccc3[nH]2)nc2ccccc21 (stereo not given),i
CN(Cc1ccc(Cl)c(Cl)c1)C(C(=O)NCc1ccccc1)c1ccco1 (stereo not given),i
CC(C)(C)NC(=O)C(c1ccccc1)n1c(=O)c(-c2ccco2)nc2ccccc21 (stereo not given),i
COc1ccc(C2=Nc3ccccc3N(C(=O)c3ccc(C)cc3)C2C(=O)NCc2ccccc2)cc1 (stereo not given),i
COC(=O)C[C@H]1C=C[C@H](NC(=O)Nc2ccccc2F)[C@@H](CO)O1,i
O=C(C[C@@H]1CC[C@@H]2[C@H](COC[C@H](O)CN2Cc2cccc(C(F)(F)F)c2)O1)NCc1ccc(Cl)cc1,i
Cc1cc(C)c2cc(C#N)c(NCCNC(=O)c3ccccn3)nc2c1,i
COc1ccc(NC(=O)C2C(c3ccc4c(c3)OCO4)=Nc3ccccc3N2C(=O)c2cccc(C(F)(F)F)c2)cc1 (stereo not given),i
Cc1cccc(C)c1NC(=O)C(CCc1ccccc1)N1CCC(c2ccccc2)CC1 (stereo not given),i
COc1ccc(CN2C(=O)CN(S(C)(=O)=O)CC2(C)C(=O)Nc2ccc3c(c2)OCCO3)cc1OC (stereo not given),i
CC(C)[C@H](NC(=O)OC(C)(C)C)c1cc(C(=O)NCCc2c[nH]c3ccccc23)c(N)s1,i
O=C(NCc1ccccc1)C(c1ccccc1)n1c(-c2ccccn2)nc2ccccc21 (stereo not given),i
COc1cccc(C(C(=O)NCc2ccccc2)N2CCN(C(=O)C3CCCO3)CC2)c1OC (stereo not given),i
COc1ccc(C(C(=O)NC2CCCC2)n2c(CSCCOc3ccccc3)nc3ccccc32)cc1 (stereo not given),i
COC(=O)[C@@]12C[C@@H](CC(=O)N3CCC(c4ccccc4)CC3)C(=O)N(Cc3ccc4c(c3)OCO4)C1=CCC(C)(C)C2,i
COc1ccc(C(C(=O)c2ccccc2)c2ccccc2)cc1 (stereo not given),i
CCOC(=O)CC1(C)N(S(=O)(=O)c2ccc(C)cc2)c2ccccc2N1S(=O)(=O)c1ccc(C)cc1,i
CCCCCNC(=O)c1nc(-c2c(F)cccc2F)oc1-c1ccccc1,i
CCCCCCCCN1C(=O)[C@H](CC(=O)NCc2cccc3ccccc23)C[C@@]2(C(=O)OC)CC(C)(C)CC=C12,i
O=C(Nc1ccc(F)cc1)C(c1ccnc2ccccc12)N1CCN(c2cccc(C(F)(F)F)n2)CC1 (stereo not given),i
CCCCCNC(=O)C1C(=O)Nc2ccccc2C(=O)N1c1c(C)cccc1C (stereo not given),i
COC(=O)C(C(=O)OC)c1ccccc1NS(=O)(=O)c1c(C)cc(C)cc1C,i
Cc1[nH]c2ccccc2c1C(=O)c1cc(Cc2ccccc2)sc1N,i
COC(=O)C(C(=O)OC)c1cc2c(cc1CNS(=O)(=O)c1ccc(C)cc1)OCO2,i
COC(=O)C1(C(=O)OC)C[C@H](c2cccs2)N(Cc2ccccc2OC)[C@@H]1c1ccc(F)cc1,i
COC(=O)C[C@@H]1CC[C@H](NC(=O)c2ccc3c(c2)OCO3)[C@@H](CO)O1,i
CC(=O)C[C@@H]1OC[C@H](CO)N1S(=O)(=O)c1ccc(C)cc1,i
CCc1c(-c2cccc(OC)c2)ncn1Cc1cccc(-c2ccccc2)c1,i
COc1cc(CC(=O)N2c3ccccc3N=C(c3ccccc3)C2C(=O)NCc2ccccc2)cc(OC)c1 (stereo not given),i
CCCCCCCCN1C(=O)[C@H](CC(=O)N2CCSCC2)C[C@@]2(C(=O)OC)CC(C)(C)CC=C12,i
COC(=O)/C=C1\OC(c2ccccc2)c2ccccc21 (stereo not given),i
O=C(C(=O)N1CCC(Cc2ccccc2)CC1)c1ccccc1,i
O=C(NC1CCCC1)C1C(c2ccc(C(F)(F)F)cc2)=Nc2ccccc2N1C(=O)c1ccccc1 (stereo not given),i
CC(C)(C)NC(=O)C1C(c2ccc(C(F)(F)F)cc2)=Nc2ccccc2N1C(=O)c1cccc2ccccc12 (stereo not given),i
O=C(NC1CCCCC1)C(c1ccc(C(F)(F)F)cc1)n1c(=O)c(-c2ccco2)nc2ccccc21 (stereo not given),i
COC(=O)C[C@@H]1CC[C@@H](NS(=O)(=O)c2ccc(OC)cc2)[C@@H](CO)O1,i
O=C(C[C@H]1CC[C@@H]2[C@H](COC[C@H](O)CN2Cc2cccc(C(F)(F)F)c2)O1)NCCc1ccccc1,i
O=c1c(-c2cc3ccccc3[nH]2)nc2ccccc2n1C(CCc1ccccc1)c1nc2ccccc2[nH]1 (stereo not given),i
Cc1ccc(S(=O)(=O)N2C3CC(c4ccccc4)N(S(=O)(=O)c4cccc(Cl)c4)CC3C(=O)C[C@H]2c2ccccc2)cc1 (stereo not given in full),i

# Already shown: 18 of the compounds above.
Compound,Akt phos inh
O=C(Nc1ccc(F)cc1)C(c1ccnc2ccccc12)N1CCN(c2cccc(C(F)(F)F)n2)CC1 (stereo not given),i
CCCCCNC(=O)C1C(=O)Nc2ccccc2C(=O)N1c1c(C)cccc1C (stereo not given),i
COC(=O)C(C(=O)OC)c1ccccc1NS(=O)(=O)c1c(C)cc(C)cc1C,i
Cc1[nH]c2ccccc2c1C(=O)c1cc(Cc2ccccc2)sc1N,i
COC(=O)C(C(=O)OC)c1cc2c(cc1CNS(=O)(=O)c1ccc(C)cc1)OCO2,i
COC(=O)C1(C(=O)OC)C[C@H](c2cccs2)N(Cc2ccccc2OC)[C@@H]1c1ccc(F)cc1,i
COC(=O)C[C@@H]1CC[C@H](NC(=O)c2ccc3c(c2)OCO3)[C@@H](CO)O1,i
CC(=O)C[C@@H]1OC[C@H](CO)N1S(=O)(=O)c1ccc(C)cc1,i
CCc1c(-c2cccc(OC)c2)ncn1Cc1cccc(-c2ccccc2)c1,i
COc1cc(CC(=O)N2c3ccccc3N=C(c3ccccc3)C2C(=O)NCc2ccccc2)cc(OC)c1 (stereo not given),i
CCCCCCCCN1C(=O)[C@H](CC(=O)N2CCSCC2)C[C@@]2(C(=O)OC)CC(C)(C)CC=C12,i
COC(=O)/C=C1\OC(c2ccccc2)c2ccccc21 (stereo not given),i
O=C(C(=O)N1CCC(Cc2ccccc2)CC1)c1ccccc1,i
O=C(NC1CCCC1)C1C(c2ccc(C(F)(F)F)cc2)=Nc2ccccc2N1C(=O)c1ccccc1 (stereo not given),i
CC(C)(C)NC(=O)C1C(c2ccc(C(F)(F)F)cc2)=Nc2ccccc2N1C(=O)c1cccc2ccccc12 (stereo not given),i
O=C(NC1CCCCC1)C(c1ccc(C(F)(F)F)cc1)n1c(=O)c(-c2ccco2)nc2ccccc21 (stereo not given),i
COC(=O)C[C@@H]1CC[C@@H](NS(=O)(=O)c2ccc(OC)cc2)[C@@H](CO)O1,i
O=C(C[C@H]1CC[C@@H]2[C@H](COC[C@H](O)CN2Cc2cccc(C(F)(F)F)c2)O1)NCCc1ccccc1,i

# Going on with the list.
Compound,Akt phos inh
CCOC1=C2CN(S(=O)(=O)c3ccc(C)cc3)C(c3ccccc3)CC2N(S(=O)(=O)c2ccc(C)cc2)C(c2ccc(Br)cc2)C1 (stereo not given),i
Cc1cc2c(cc1C)-c1nnnn1C(N1CCC(Cc3ccccc3)CC1)C(=O)N2 (stereo not given),i
CCC(C(=O)NCc1ccccc1)n1c(-c2ccc3c(c2)CCO3)nc2ccccc21 (stereo not given),i
CC(C)[C@H](NC(=O)OC(C)(C)C)c1cc(C(=O)N2CCOCC2)c(N)s1,i
O=C(NCc1ccccc1)c1nc(-c2c(F)cccc2F)oc1-c1ccccc1,i
COc1ccc(NC(=O)C(c2ccncc2)n2c(=O)c(-c3cc4ccccc4[nH]3)nc3ccccc32)cc1 (stereo not given),i
CCCCNC(=O)C1C(c2ccc(C(F)(F)F)cc2)=Nc2ccccc2N1C(=O)c1cccc(C(F)(F)F)c1 (stereo not given),i
Cc1[nH]c2ccccc2c1C(=O)c1cc([C@H](NC(=O)OC(C)(C)C)C(C)C)sc1N,i
COC(=O)C[C@H]1CC[C@@H](NS(=O)(=O)c2ccccc2)[C@@H](CO)O1,i
COC(=O)[C@@]12C[C@@H](CC(=O)N3CCOCC3)C(=O)N(Cc3ccc4c(c3)OCO4)C1=CCC(C)(C)C2,i
COc1ccc(N2C(=O)c3ccccc3NC(=O)C2C(=O)Nc2ccc(N3CCOCC3)cc2)cc1 (stereo not given),i
Cc1ccccc1S(=O)(=O)N1C(c2ccc(Cl)c(Cl)c2)CC=C(C(=O)O)C1c1cccc(Br)c1 (stereo not given),i
COCCN1C(=O)CSCC1(C)C(=O)Nc1ccc2c(c1)OCCO2 (stereo not given),i
Nc1nc2ncccn2c1-c1ccc(F)cc1,i
COc1ccc(CN2C(=O)CSCC2(C)C(=O)NCc2ccccc2)cc1 (stereo not given),i
CCCc1c(-c2ccc(F)cc2F)ncn1Cc1cccc(-c2ccccc2)c1,i
Cc1cccc(C)c1NC(=O)C1C(c2ccc3c(c2)OCO3)=Nc2ccccc2N1C(=O)c1cccc(C(F)(F)F)c1 (stereo not given),i
COC(=O)C1(C(=O)OC)C[C@H](c2ccccc2)N(Cc2ccccc2OC)[C@@H]1c1ccccc1,i
COc1ccc(NC(=O)N[C@H]2CC[C@@H](CC(=O)NC3CCC3)O[C@@H]2CO)cc1,i
O=C1Nc2ccccc2-c2nnnn2C1N1CCCC1 (stereo not given),i

# The list continues.
compound | Akt phos inh
COc1cccc(C(C(=O)NC2CCCC2)N2CCN(c3ncccc3C#N)CC2)c1OC (stereo not given) | i
COC(=O)C1=CN(c2ccc(C(C)(C)C)cc2)C(N)=C(C#N)C1c1cccc2ccccc12 (stereo not given) | i
O=C(Nc1ccc2ccccc2c1)C(c1ccccc1F)n1c(=O)c(-c2cc3ccccc3[nH]2)nc2ccccc21 (stereo not given) | i
Cc1ccccc1CN1C(=O)CSCC1(C)C(=O)Nc1ccc2c(c1)OCCO2 (stereo not given) | i
CCCCNC(=O)c1nc(-c2cccnc2OC)oc1-c1ccc(Cl)cc1 | i
CCOC(=O)[C@]12CCCC=C1N(Cc1ccccc1)C(=O)[C@H](CC(=O)N1CCN(C(=O)C3CC3)CC1)C2 | i
Cc1ccc(S(=O)(=O)N2CC3C(=O)C[C@@H](c4ccccc4)N(S(=O)(=O)c4cccc(Cl)c4)C3CC2c2ccccc2)cc1 (stereo not given in full) | i
CCCCOCCCNC(=O)C[C@@H]1C[C@@]2(C(=O)OC)CCCCC=C2N(Cc2ccc3c(c2)OCO3)C1=O | i
COC(=O)[C@@]12C[C@@H](CC(=O)NCc3ccc(C)o3)C(=O)N(Cc3ccccc3)C1=CCC(C)(C)C2 | i
CC(C)(C)NC(=O)C(c1ccncc1)n1c(=O)c(-c2ccco2)nc2ccccc21 (stereo not given) | i
Nc1nc2ncccn2c1-c1ccc(F)c(F)c1 | i

# This is a subset, so the mix of outcomes need not match the whole.
